Compound activity from PubChem.
HMGR II inh: blocks class II HMG-CoA reductase of Enterococcus faecalis; purified E. faecalis HMGR, NADPH absorbance 340 nm kinetic; inhibition, % at 10 µM; 190,000 tested, 0.41% active; AID 1066;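 active = inhibition above a set limit, the median over all tested compounds plus 3 SD, cut at about 9.5% in these data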;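 also: enzyme runs in reverse so mevalonate oxidation gives rising NADPH absorbance; 0% = complete reaction with DMSO and 100% = background rate lacking mevalonate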
PPARg SRC1 recr: promotes SRC-1 coactivator recruitment by human PPARgamma; AID 631; PPARgamma-SRC-1 coactivator recruitment biochemical assay; 200,000 tested, 0.41% active; activation, % at 8 µM; in the data active = activation above about 19%;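 also: 0% = DMSO and 100% = reference agonist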
Target sequence (P37231 whole entry, looked up): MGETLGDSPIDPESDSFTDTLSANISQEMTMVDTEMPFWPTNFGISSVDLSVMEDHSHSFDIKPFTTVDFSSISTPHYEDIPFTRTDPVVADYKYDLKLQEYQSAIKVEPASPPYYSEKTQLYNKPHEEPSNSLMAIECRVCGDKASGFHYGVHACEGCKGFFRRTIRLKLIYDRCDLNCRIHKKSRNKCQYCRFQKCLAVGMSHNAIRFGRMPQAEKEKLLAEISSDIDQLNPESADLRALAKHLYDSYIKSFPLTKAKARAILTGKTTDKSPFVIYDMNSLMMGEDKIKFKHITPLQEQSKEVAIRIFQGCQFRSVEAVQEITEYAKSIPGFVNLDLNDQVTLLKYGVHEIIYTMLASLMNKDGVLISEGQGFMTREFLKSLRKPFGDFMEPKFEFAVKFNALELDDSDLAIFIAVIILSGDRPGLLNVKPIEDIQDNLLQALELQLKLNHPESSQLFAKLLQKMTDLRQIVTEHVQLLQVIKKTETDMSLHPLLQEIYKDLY
bIAP activator: intestinal alkaline phosphatase (bovine) activation; purified bovine IAP, CDP-star luminescence, 30 min; active compounds read high; fold of DMSO-control signal, blank-subtracted; activation factor at 20 µM; 200,000 tested, 0.17% active; AID 1016;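 active = activation factor of 2 or more at 20 µM, a signal rise over negative controls twice the positive control's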
PPARg SRC-2 ag: PPARgamma-driven SRC-2 recruitment agonism; P37231; AID 1032; 200,000 tested, 0.34% active; PPARgamma LBD-SRC-2 recruitment, biochemical; activation, % at 8 µM; in the data active = activation above about 22%;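 also: 0% = vehicle and 100% = reference agonist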
PPARg SRC-3 ag: PPARgamma-driven SRC-3 recruitment agonism. P37231. biochemical PPARgamma/SRC-3 coactivator recruitment assay. activation, % at 8 µM. 200,000 tested, 0.26% active. AID 731; in the data active = activation above about 23%;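 also: 0% = DMSO and 100% = reference agonist; some compounds past the cut are filed as inactive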
TNAP inh hiacc: blocks human TNAP under high phosphate acceptor concentration | P05186 | 200,000 tested, 0.03% active | purified TNAP, CDP-star luminescence, 1 M DEA | inhibition, % at 20 µM | AID 1135;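 active = over 50% inhibition of tissue-nonspecific alkaline phosphatase at 20 µM in the single-dose screen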;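 also: plate controls were DMSO wells for no effect and EDTA-quenched wells as full inhibition for full effect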
Target sequence (P05186 whole entry, looked up): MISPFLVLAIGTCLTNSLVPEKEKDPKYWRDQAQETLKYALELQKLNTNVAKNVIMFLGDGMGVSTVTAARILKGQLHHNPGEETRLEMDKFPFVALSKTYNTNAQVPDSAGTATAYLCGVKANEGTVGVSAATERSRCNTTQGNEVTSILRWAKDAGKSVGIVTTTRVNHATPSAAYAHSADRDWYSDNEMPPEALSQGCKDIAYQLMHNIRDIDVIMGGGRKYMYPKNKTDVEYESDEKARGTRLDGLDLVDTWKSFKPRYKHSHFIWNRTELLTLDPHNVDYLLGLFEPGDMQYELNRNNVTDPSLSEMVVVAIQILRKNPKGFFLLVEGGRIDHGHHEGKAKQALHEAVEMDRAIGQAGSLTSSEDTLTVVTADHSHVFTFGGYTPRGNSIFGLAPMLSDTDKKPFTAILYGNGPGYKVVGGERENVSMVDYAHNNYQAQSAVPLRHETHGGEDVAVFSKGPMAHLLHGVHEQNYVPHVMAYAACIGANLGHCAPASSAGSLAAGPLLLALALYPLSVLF
TNAP inh no acc: blocks human TNAP activity with no phosphate acceptor present; P05186; purified TNAP, CDP-star luminescence, 30 min; inhibition, % at 20 µM; 200,000 tested, 0.26% active;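 active = tissue-nonspecific alkaline phosphatase inhibition above about 50% at 20 µM in the single-dose screen, limit read from the data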;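 also: 0% = DMSO negative control and 100% = EDTA positive control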
SRC2 TRFRET art: counter-screen for PPARgamma SRC-2 recruitment agonists: TR-FRET artefact. active compounds read high. 200,000 tested, 0.4% active. TR-FRET ratio at 8 µM; in the data active = TR-FRET ratio above about 2000; also: inactives centre near 1500
TNAP act hiacc: TNAP (human) activation, high acceptor | purified TNAP, CDP-star luminescence, 1 M DEA, 30 min; active compounds read high; 0 = EDTA background, 1 = DMSO-only activity | activation factor at 20 µM | 200,000 tested, under 10 active | AID 1136;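 active = activation factor at least 2 at 20 µM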
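system = human TNAP | amount = enzyme diluted 1/800 final | reagent = 100 µM CDP-star substrate | signal = luminescent substrate turnover signal | dosing = one dose, 20 µM | benchmarks = EDTA negative control, DMSO positive control | measure = activation factor | timing = 30 min reaction, room temperature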
bIAP inhibitor: blocks bovine intestinal alkaline phosphatase activity; AID 1019; 190,000 tested, under 10 active; purified bovine IAP, CDP-star luminescence, 30 min; inhibition, % at 20 µM;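 active = over 50% inhibition of intestinal alkaline phosphatase at 20 µM in the single-dose screen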
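Assay system – bovine IAP enzyme · Quantity – bovine IAP at 1/65,000,000 final dilution · Detection – CDP-star luminescence signal · Times – 30 min reaction at room temperature · Also added – CDP-star substrate at 30 µM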
* hit, by the source's call; · = not tested or not shown.

SMILES	HMGR II inh	PPARg SRC1 recr	bIAP activator	PPARg SRC-2 ag	PPARg SRC-3 ag	TNAP inh hiacc	TNAP inh no acc	SRC2 TRFRET art	TNAP act hiacc	bIAP inhibitor
O=C(CCCSc1nc2ccccc2[nH]1)NCc1ccco1	1	7	0.9	-5	1	-4	-13	1457	1	9
O=C(COC(=O)Cn1cnc2ccccc21)Nc1ccc2c(c1)OCCO2	-1	5	0.8	14	6	-4	-14	1578	1	21
c1ccc2c(NCCCN3CCOCC3)c3ccccc3nc2c1	-9	-2	1	0	-2	-2	-7	1531	1	-5
CCCc1c(C)c(C#N)c2nc3ccccc3n2c1NCCCN1CCOCC1	-5	1	1	2	0	-4	-14	1372	1	-1
CCOC(=O)C1CCCN(CC(=O)Nc2c(C(=O)OC)[nH]c3ccc(C)cc23)C1 (stereo not given)	-1	-4	1	-6	-10	-2	-2	1278	1	0
O=C(NCc1cccs1)C1CC1	-7	-5	1.2	8	6	-1	-6	1626	1	-20
COc1ccc(NC(=O)CSc2ccc3ccccc3c2)cc1S(=O)(=O)N1CCCCC1	7	-1	0.9	2	0	-11	-44	1752	1.1	12
COC(=O)c1cccc(NC(=O)CCCOc2cccc(C)c2)c1	-1	2	0.8	2	6	0	-12	1537	1	19
O=C(O)c1ccc2c(c1)CCC2	3	-9	1.1	1	-1	-1	-6	1331	1	-11
N#C/C(=C\c1ccc(O)c(O)c1)S(=O)(=O)c1ccccc1	2	-1	0.6	1	4	23	45	1495	0.8	42
O=C(c1ccccc1Cl)N1N=C(c2ccc(Br)cc2)CC1c1nc2ccccc2[nH]1 (stereo not given)	-2	-2	0.9	-6	-3	2	-4	1433	1	13
CN(CCc1cnn(C)c1)Cc1cn(C)nc1-c1ccccc1F	-2	-6	1.2	3	1	-2	-3	1489	1	-20
COc1ccc(Nc2nc(Nc3ccc(OC)cc3)nc(SC3=NCCS3)n2)cc1	-6	-7	0.9	-1	-5	-2	13	1395	1	14
CC(NC(=O)CSCc1ccc(Br)cc1)c1ccccc1 (stereo not given)	3	8	0.8	1	4	-6	-5	1552	1.1	24
Cc1ccc(S(=O)(=O)NC(C)C(=O)Nc2cccc([N+](=O)[O-])c2)cc1 (stereo not given)	-5	7	0.9	8	8	-2	-16	1679	1	8
O=C(O)c1c(Cl)c(Cl)c(Cl)c(Cl)c1C(=O)N1CCCC1	1	3	0.9	5	4	-5	-2	1551	1.1	12
COc1ccc(COc2cc(-c3cccc(OC)c3)nc3ccc(NC(=O)c4cccnc4)cc23)cc1	-1	4	1	14	3	0	3	1349	1	-3
Cn1c(CCNC(=O)c2ccccc2)nc2cc(NC(=O)C3CCCCC3)ccc21	0	5	0.9	7	2	1	-4	1620	1	8
CCc1nc(C)cn1S(=O)(=O)c1ccc([N+](=O)[O-])cc1	-2	-7	1	2	3	-8	-14	1587	1.1	1
O=C(COC(=O)c1cccc(NS(=O)(=O)/C=C/c2ccccc2)c1)Nc1ccccc1OC(F)F	-2	-1	1	-1	2	0	-7	1477	1	-1
NS(=O)(=O)c1ccc(CCNC(=O)CSc2nc3ccsc3c(=O)n2CC(=O)O)cc1	-7	2	0.9	2	-4	6	-7	1560	0.9	15
CC(C)(C)c1cc(=O)n2c(C#N)c(C#N)nc2[nH]1	-1	8	1	-1	7	-7	-10	1690	1.1	4
CC(C)c1nc2sc3c(=O)[nH]c(=S)[nH]c3c2c2c1CCC2	-7	24*	0.7	33*	18	-1	-14	2507*	1	28
O=C(NC(=S)Nc1cccnc1)c1cc2ccccc2o1	-2	6	1	-1	3	-4	4	1561	1	-1
COc1ccccc1NC(=O)CSc1ccc2nnc(-c3ccccn3)n2n1	·	·	0.9	·	·	-1	-9	·	1	7
Cc1ccc(C(=O)Nc2cc(=O)n(C)c(=O)n2C)o1	-2	3	1	0	5	2	-7	1455	1	2
COc1ccc(-c2cc(C(=O)N3CCc4ccccc4C3)no2)cc1	2	3	0.9	0	-1	-7	2	1606	1.1	12
CC(CCc1ccccc1)NC(=O)COC(=O)C1CCC(C(C)(C)C)CC1 (stereo not given)	2	2	1	5	2	-6	-19	1436	1.1	-4
CCOc1cc(S(=O)(=O)NCc2ccncc2)ccc1Cl	0	6	1	-9	-3	-6	-15	1578	1.1	-2
CC(C)(C)C(=O)Nc1cc2nn(-c3ccccc3)nc2cc1Cl	-6	4	0.9	7	-5	-5	8	1551	1	7
CN1CCN(CCCC(=O)c2ccc(C3CCCC3)cc2)CC1	1	8	1	8	3	-4	-6	1594	1	0
COc1ccc(NC(=O)COC(=O)c2c(C)noc2C)c(OC)c1	-4	5	0.9	-6	-8	-4	-15	1483	1	12
CN(C)CCC#CC(O)(c1ccccc1)c1ccccc1	-5	-5	1.1	-1	0	-2	-20	1440	1	-5
COCCNC(=O)C1c2cc(OC)c(OC)cc2C(=O)N(C)C1c1cccnc1 (stereo not given)	-18	8	0.9	0	5	-6	-13	1665	1.1	12
CCOc1cnc(-c2ccccc2F)o1	-4	-5	1	-6	-6	-7	-14	1355	1.1	-2
CC(O)C(NS(=O)(=O)c1ccc(Cl)cc1)C(=O)OCc1nnc(-c2ccccc2)o1 (stereo not given)	0	4	0.9	-12	-3	-1	8	1372	1	8
Cc1cccn2c(=O)c3cc(C(=O)NC4CCS(=O)(=O)C4)sc3nc12 (stereo not given)	2	7	0.9	1	-3	-5	-9	1586	1	8
Nc1nc(CN2CCN(Cc3ccccc3)CC2)nc(Nc2ccc3c(c2)OCCO3)n1	-4	7	1.1	5	-1	-3	-6	1612	1	-7
CCN(CC)c1cc(CS(=O)c2ccccc2)nc(-c2ccccc2)n1 (stereo not given)	·	-7	·	-5	6	·	·	1383	·	·
O=C(O)CN1CCN(Cc2ccccc2F)C1=O	6	11	1	-10	-3	4	-4	1350	1	-4
COc1cc(NS(=O)(=O)c2ccc3c(c2)n(C)c(=O)n3C)cc(OC)c1	1	6	0.9	7	10	-3	-15	1633	1	7
CC(C)OC(=O)NCN1C(=O)C2C3C=CC(C3)C2C1=O (stereo not given)	-8	-5	0.9	2	-12	-2	-7	1492	1	6
CCN(CC)S(=O)(=O)c1ccc(C)c(NC(=O)COc2ccc(Br)cc2Cl)c1	-2	2	0.8	8	3	-4	-16	1633	1	24
COc1ccccc1NC(=O)Nc1c(C)n(C)n(-c2ccccc2)c1=O	0	-3	0.9	9	10	1	-9	1482	1	7
O=C(NC(=S)NCCc1ccc(Cl)cc1)c1ccco1	0	-3	1	5	-1	-2	-7	1421	1	3
Cc1sc2nc(SCC(=O)N3CCOCC3)[nH]c(=O)c2c1C	-7	5	1	4	0	-3	-8	1637	1	1
CCNC(=O)NC(=O)CSc1ccc2ccccc2c1	-2	4	0.9	-6	1	-5	-3	1465	1	13
COc1ccc(C(=O)Nc2ccc(C(=O)OCC(=O)c3cccc4ccccc34)cc2)cc1	-4	-1	1.5	8	2	-1	-13	1725	1	-51
CCOC(=O)c1c(OCCO)nn(-c2ccc(Cl)cc2)c1N	-6	4	1	1	3	-3	-13	1762	1	4
CCc1ccc(CNCCSc2nnnn2C)cc1	0	0	0.9	0	-1	-1	-7	1566	1	8
O=C(Nc1ccccc1-c1nnn(CC(=O)N2CCOCC2)n1)c1ccccc1F	-3	3	0.9	4	4	-4	-7	1560	1	10
C=C(C)c1cccc(C(C)(C)NC(=O)Nc2cc(C)ccn2)c1	-11	-2	1	3	3	-4	-19	1410	1	4
Cc1ccc(Oc2ccc(NC(=O)Cn3ccsc3=N)cc2)cc1	-1	-2	0.9	0	-6	3	2	1511	1	8
CCN(CC(=O)N1CCN(c2ccccc2)CC1)S(=O)(=O)c1ccc(C)cc1	-6	0	1.2	-9	-4	-4	-6	1490	1	-20
COc1cccc(CNC(=S)Nc2cc(C)cc(C)c2)c1	-1	2	0.8	-2	0	-8	-16	1695	1.1	23
Cc1nc(N=C(N)N)nc2ccccc12	-3	-2	1.2	-2	-3	-5	-3	1397	1	-16
CCc1ccc(OCC(=O)c2c(O)c3ccccc3oc2=O)cc1	-5	3	0.9	-3	2	-1	-10	1567	1	11
CCCN1CCN(S(=O)(=O)c2ccc3c(c2)OCCO3)CC1	-2	1	1	7	10	-7	-17	1877	1.1	0
CCOC(=O)CC(=O)CSc1ccc2nnc(-c3ccccc3)n2n1	0	10	1	3	11	4	-5	1610	1	3
COc1ccc(C(=O)Nc2cc(C)cc(C)c2)cc1S(=O)(=O)N1CCOCC1	2	-3	1	9	0	-6	-10	1504	1.1	0
More records.
SMILES	HMGR II inh	PPARg SRC1 recr	bIAP activator	PPARg SRC-2 ag	PPARg SRC-3 ag	TNAP inh hiacc	TNAP inh no acc	SRC2 TRFRET art	TNAP act hiacc	bIAP inhibitor
O=C(/C=C/c1ccco1)NC(=S)Nc1cc(C(F)(F)F)ccc1N1CCOCC1	-3	6	1.1	3	3	-6	-6	1568	1.1	-5
O=C(COC(=O)c1cccs1)NCCN1C(=O)CSC1=O	0	1	0.8	-2	1	-2	-7	1547	1	16
Cc1[nH]c2ccccc2c1-c1csc(NC(=O)CN2CCOCC2)n1	-8	1	1.1	15	15	-6	-11	1807	1.1	-9
O=C(CSc1nnc(C2COc3ccccc3O2)o1)Nc1ccc(F)cc1Cl (stereo not given)	0	-3	1.5	4	-4	-6	-59	1513	1.1	-50
Cc1cnc(CNC(=O)c2ccc(OC3CCN(C(=O)C4CC4)CC3)cc2)cn1	-6	4	1	0	3	0	-2	1606	1	-3
CCOc1ccc(CC2S/C(=N/c3ccccn3)NC2=O)cc1 (stereo not given)	1	6	1.2	-2	3	-7	-6	1755	1.1	-17
Cc1ccc(NNC(=S)Nc2ccc(C(C)C)cc2)c(C)c1	2	-1	1	-9	-2	7	-14	1482	0.9	-4
O=C(COn1nnc2ccc(Cl)cc21)NC12CC3CC(CC(C3)C1)C2	-2	6	0.5	6	-3	-6	-10	1548	1.1	46
CCOC(=O)c1nnc(-c2cccs2)nc1Oc1ccccc1C(=O)OC	-2	-3	1	5	-6	-7	-9	1328	1.1	0

Sorted by molecular weight (low to high): 3 of the compounds above.
SMILES	HMGR II inh	PPARg SRC1 recr	bIAP activator	PPARg SRC-2 ag	PPARg SRC-3 ag	TNAP inh hiacc	TNAP inh no acc	SRC2 TRFRET art	TNAP act hiacc	bIAP inhibitor
O=C(CCCSc1nc2ccccc2[nH]1)NCc1ccco1	1	7	0.9	-5	1	-4	-13	1457	1	9
CCOC(=O)c1c(OCCO)nn(-c2ccc(Cl)cc2)c1N	-6	4	1	1	3	-3	-13	1762	1	4
COc1cc(NS(=O)(=O)c2ccc3c(c2)n(C)c(=O)n3C)cc(OC)c1	1	6	0.9	7	10	-3	-15	1633	1	7

Quoted from the results shown for reference:
SMILES	HMGR II inh	PPARg SRC1 recr	bIAP activator	PPARg SRC-2 ag	PPARg SRC-3 ag	TNAP inh hiacc	TNAP inh no acc	SRC2 TRFRET art	TNAP act hiacc	bIAP inhibitor
CCOc1ccc(CC2S/C(=N/c3ccccn3)NC2=O)cc1 (stereo not given)	1	6	1.2	-2	3	-7	-6	1755	1.1	-17
Cc1ccc(NNC(=S)Nc2ccc(C(C)C)cc2)c(C)c1	2	-1	1	-9	-2	7	-14	1482	0.9	-4
O=C(COn1nnc2ccc(Cl)cc21)NC12CC3CC(CC(C3)C1)C2	-2	6	0.5	6	-3	-6	-10	1548	1.1	46
CCOC(=O)c1nnc(-c2cccs2)nc1Oc1ccccc1C(=O)OC	-2	-3	1	5	-6	-7	-9	1328	1.1	0
